High-throughput results as filed in PubChem BioAssay.
hcGAS inh = blocks human cGAS activity. inhibition, % at 12.5 µM. AID 1259398. recombinant h-cGAS, ATP depletion, Kinase-Glo luminescence. Q8N884. 0.081% of 290,000 active;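 also: 0% = vehicle reaction and 100% = reaction without DNA for no activity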
Target sequence (Q8N884 whole entry, looked up): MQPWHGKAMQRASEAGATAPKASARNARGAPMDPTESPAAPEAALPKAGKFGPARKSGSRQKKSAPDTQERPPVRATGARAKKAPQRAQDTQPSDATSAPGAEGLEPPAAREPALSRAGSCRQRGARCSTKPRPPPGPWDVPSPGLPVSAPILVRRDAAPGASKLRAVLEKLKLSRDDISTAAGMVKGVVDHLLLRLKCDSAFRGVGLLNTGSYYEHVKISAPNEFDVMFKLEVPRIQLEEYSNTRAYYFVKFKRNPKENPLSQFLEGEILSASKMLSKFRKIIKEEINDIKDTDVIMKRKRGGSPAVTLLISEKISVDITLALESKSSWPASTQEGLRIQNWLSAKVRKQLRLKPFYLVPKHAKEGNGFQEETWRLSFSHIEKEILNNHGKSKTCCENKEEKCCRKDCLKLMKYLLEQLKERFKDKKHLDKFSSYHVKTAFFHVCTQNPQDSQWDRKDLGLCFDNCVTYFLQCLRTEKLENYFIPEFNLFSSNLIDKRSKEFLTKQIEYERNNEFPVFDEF
NPYLR7 ag = mosquito NPYLR7 agonism. HEK293T NPYLR7/Galpha15, GCaMP6s calcium fluorescence. activation, % at 10 µM. 0.15% of 270,000 active; in the data active = activation above about 40%;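 also: 0% = vehicle and 100% = reference agonist at the receptor; some compounds past the cut are filed as inactive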
mcGAS inh = mouse cGAS inhibition by luminescence. Q8C6L5. recombinant cGAS, Kinase-Glo ATP depletion luminescence. inhibition, % at 12.5 µM. 0.15% of 160,000 active. AID 1259399;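 also: 0% = negative control wells and 100% = reference inhibitor with no enzyme activity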
* = called active by the depositor; / = not tested or not shown. Rule as the data show it, unless noted: active = inhibition above about 40%; inactive = the rest.

The opening 2 entries, ahead of the listing:
No. | smiles | hcGAS inh | NPYLR7 ag | mcGAS inh
1 | CCc1nc(CN(C)C(=O)c2cc(-c3cccs3)n(C)n2)no1 | -4 | / | -18
2 | CC(=O)Nc1cccc(C(=O)NC(C)c2cnn(-c3ccccc3C)c2C)c1 (configuration not stated) | -7 | 9 | /

The whole of this part, from the first entry:
No. | smiles | hcGAS inh | NPYLR7 ag | mcGAS inh
1 | CCc1nc(CN(C)C(=O)c2cc(-c3cccs3)n(C)n2)no1 | -4 | / | -18
2 | CC(=O)Nc1cccc(C(=O)NC(C)c2cnn(-c3ccccc3C)c2C)c1 (configuration not stated) | -7 | 9 | /
3 | Cc1cccc(N2C(=O)CC(NCc3ccc(S(N)(=O)=O)cc3)C2=O)c1 (configuration not stated) | -1 | 3 | -4
4 | CCOC(=O)c1cc(C(C)(C)C)n(C2CCN(C(=O)c3cccc(C#N)c3)CC2)n1 | -2 | 18 | -1
5 | Cc1cc(C)n(CCn2ccnc2-c2cccc(-n3cccn3)c2)n1 | -7 | 1 | -13
6 | COc1ccccc1C1c2[nH]c3ccccc3c2CCN1C(=O)CCc1scnc1C (configuration not stated) | -2 | -12 | -4
7 | Cc1noc(-c2ccc(C(C)(C)C)cc2)c1C(=O)NCC1COC(C)(C)O1 (configuration not stated) | -6 | 0 | -8
8 | CCn1ncnc1C1CC(=O)Nc2n[nH]c(-c3cccs3)c21 (configuration not stated) | -5 | 0 | /

Additional structures follow:
No. | smiles | hcGAS inh | NPYLR7 ag | mcGAS inh
9 | COc1cn(CC(=O)Nc2ccccc2C)c(CN2CCN(c3ccccc3)CC2)cc1=O | -3 | -2 | -7
10 | FC(F)(F)c1ccc(N=c2oc3ccc(Br)cc3cc2-c2nc3ccccc3[nH]2)cc1 | -3 | 2 | -7
11 | O=C(CN1CCN(c2cc(Oc3ccccc3Cl)ncn2)CC1)N1CCCC1 | -6 | / | -9
12 | O=C(CSc1nnnn1-c1ccccc1)Nc1cccc([N+](=O)[O-])c1 | -3 | -5 | -4
13 | CCOCCn1c(=O)c2c(nc3n(C(C)c4ccccc4)c(C)c(C)n23)n(C)c1=O (configuration not stated) | -4 | -2 | -8
14 | COc1ccccc1-c1ccnc(-n2ncc(C(=O)NC(c3ccncc3)c3ccc(C)cc3)c2C)n1 (configuration not stated) | -4 | 34 | -5
15 | O=c1oc2ccccc2n1CCN1CCCC2(CCNC2)C1 (configuration not stated) | -8 | 7 | /
16 | COCC(C)n1c(C)cc(-c2csc(N)n2)c1C (configuration not stated) | -13 | 4 | /

Next compounds follow.
No. | smiles | hcGAS inh | NPYLR7 ag | mcGAS inh
17 | Cc1nc(SC(C)c2ccccc2)[nH]c(=O)c1CC(=O)N1CCCC1 (configuration not stated) | -10 | -11 | -12
18 | COc1cccc(C2C3=C(CCCC3=O)N(c3ncn[nH]3)C(=N)C2C#N)c1 (configuration not stated) | 0 | 1 | /
19 | O=C(N/N=C\c1c[nH]c2ccccc12)c1[nH]nc2c1CCc1ccccc1-2 | -8 | 5 | -8
20 | COc1cc(-c2nc3ccccn3c2NC(C)(C)CC(C)(C)C)ccc1OC(=O)COc1ccccc1 | 0 | -6 | -2
21 | CCn1cc(C(CC(=O)N2CCN(Cc3ccccc3)CC2)c2cccc(Cl)c2)c2ccccc21 (configuration not stated) | -12 | / | -10
22 | CCOc1ccc(CN2CCN(C)C3(CCN(C)CC3)C2)c(OCC)c1C | -3 | 16 | /
23 | Cc1cccc(CNC(=O)C(C2CCCC2)N2CCN(C(=O)c3cccc(Br)c3)CC2)c1 (configuration not stated) | -1 | -11 | -2
24 | FC(F)(F)c1ccccc1Oc1ccc2c(C3CC3)noc2n1 | -5 | 2 | -9

5 records drawn at random from those above:
No. | smiles | hcGAS inh | NPYLR7 ag | mcGAS inh
3 | Cc1cccc(N2C(=O)CC(NCc3ccc(S(N)(=O)=O)cc3)C2=O)c1 (configuration not stated) | -1 | 3 | -4
8 | CCn1ncnc1C1CC(=O)Nc2n[nH]c(-c3cccs3)c21 (configuration not stated) | -5 | 0 | /
10 | FC(F)(F)c1ccc(N=c2oc3ccc(Br)cc3cc2-c2nc3ccccc3[nH]2)cc1 | -3 | 2 | -7
1 | CCc1nc(CN(C)C(=O)c2cc(-c3cccs3)n(C)n2)no1 | -4 | / | -18
7 | Cc1noc(-c2ccc(C(C)(C)C)cc2)c1C(=O)NCC1COC(C)(C)O1 (configuration not stated) | -6 | 0 | -8

Following part.
No. | smiles | hcGAS inh | NPYLR7 ag | mcGAS inh
25 | CC(=O)CC1(O)C(=O)Nc2ccc(Br)cc21 (configuration not stated) | -7 | -3 | -6
26 | CCSc1nnc(SCC(=O)Nc2ccc(C)c([N+](=O)[O-])c2)s1 | -1 | 0 | /
27 | CCN(Cc1ccc(Cl)s1)C(=O)c1cc(=O)[nH]c2ccccc12 | -11 | 3 | -6
28 | CCCCN(CC(=O)N1CCOCC1)CC(=O)N(CCc1c[nH]c2ccccc12)Cc1ccc(Cl)c(Cl)c1 | -10 | 21 | -10
29 | CCCCNC(=O)c1c(C)c(C(=O)OCC)n(C)c1C | 2 | -2 | -3
30 | CC(NC(=O)C1(C)CCCCC1)C1CC2CCC1C2 (configuration not stated) | -4 | 2 | /
31 | CC(C)NC(=O)N(Cc1cccc(F)c1)CC1CC(c2ccc(F)cc2F)=NO1 (configuration not stated) | -6 | 19 | -5
32 | O=S(=O)(N1CCOCC1)N1CCCCC1CCc1ccccc1 (configuration not stated) | -3 | 2 | -16

More compounds
No. | smiles | hcGAS inh | NPYLR7 ag | mcGAS inh
33 | CCCc1cc(NC(=O)CCl)n(-c2ccccc2)n1 | 1 | 0 | /
34 | COCCCn1c(-c2ccccc2)nc2oc3cc(OC)ccc3c(=O)c2c1=O | -1 | 6 | /
35 | CCc1cccc2sc(N(CCCn3ccnc3)C(=O)c3ccc(OC)c(OC)c3)nc12 | -10 | -10 | -8
36 | COCCCNC(=O)C(NC(=O)c1ccc(F)cc1)C1CCN(C(=O)c2cccs2)CC1 (configuration not stated) | -4 | -1 | -5
37 | CSc1ccc(NC(=O)C2CC2)nn1 | -5 | 0 | /
38 | CN(Cc1ccccc1)S(=O)(=O)c1ccc(-c2nc(C#N)c(NCc3cccnc3)o2)cc1 | 0 | -1 | 0
39 | Cc1cc(C)cc(OCC(=O)NC(C)c2ccc(-n3ccnc3)cc2)c1 (configuration not stated) | 0 | 13 | /
40 | Cc1nn(C)c2ncc(C(=O)NC3CCCCC3CNC(=O)OC(C)(C)C)cc12 (configuration not stated) | -6 | 0 | /

(next part)
No. | smiles | hcGAS inh | NPYLR7 ag | mcGAS inh
41 | COc1ccc(NC(=O)C2CCN(C(=O)[C@@H](Cc3ccccc3)NC(=O)COc3ccccc3)CC2)cc1 | -5 | 36 | -8
42 | O=C(Nc1ccnn1Cc1ccccc1Cl)C1Cc2cc(Cl)ccc2O1 (configuration not stated) | -8 | 10 | /
43 | O=C(NC1(c2nn[nH]n2)CCCC1)c1ccc2ccccc2c1 | -6 | 8 | /
44 | CC(C)N(CC(=O)N(CCc1c[nH]c2ccccc12)Cc1ccc(C(F)(F)F)cc1)C(=O)Nc1c(Cl)cccc1Cl | -15 | -5 | -5
45 | O=C(C1CC1)N1CCN(c2nc(C3CCOCC3)nc3c2cnn3-c2ccccc2)CC1 | 1 | -17 | -1
46 | O=S(=O)(NCC1(c2ccccc2)CCOCC1)c1ccc(Cl)s1 | -2 | 9 | /
47 | CN(C)C(=O)COC(=O)c1ccc(-c2ccc(C(=O)OCC(=O)N(C)C)s2)s1 | 3 | 1 | /
48 | CC#CC(=O)N1CCCC(C(=O)c2ccc(-c3ccccc3)cc2)C1 (configuration not stated) | -3 | 3 | -5

Additional results
No. | smiles | hcGAS inh | NPYLR7 ag | mcGAS inh
49 | CN(Cc1ccc(Br)cc1)Cc1cc2c(cc1O)CCC2 | -8 | -5 | -8
50 | Cc1cc(C)n(-c2nc3c(c(=O)n2CC(=O)Nc2cccc(C)c2C)CCC3)n1 | -4 | / | -7
51 | CCOC(=O)CC1COCCN1C(=O)c1cn(CCN2CCCCC2)nn1 (configuration not stated) | -6 | / | -10
52 | Cc1cc(C)cc(-c2nc3cc(C)ccn3c2N)c1 | 7 | -2 | -6
53 | COc1ccc(NC(=O)Nc2ccc(-n3nc(OC)nc3-c3ccccc3F)cc2)cc1 | 1 | -19 | 0
54 | NC(=O)c1c(SCc2cccnc2)sc2c(O)cc(=O)[nH]c12 | -2 | 1 | -3
55 | COC(=O)C1C2C=CC3(CN(CC4CCCO4)C(=O)C13)O2 (configuration not stated) | -6 | -1 | /
56 | CCCN(Cc1ccc(OC)cc1)C(=O)c1cc(C(F)(F)F)nn1C | -11 | 19 | /

Compound profiles, from the list above:
Record of `NC(=O)c1c(SCc2cccnc2)sc2c(O)cc(=O)[nH]c12` : hcGAS inh = -2; NPYLR7 ag = 1; mcGAS inh = -3
Record of `FC(F)(F)c1ccccc1Oc1ccc2c(C3CC3)noc2n1` : hcGAS inh = -5; NPYLR7 ag = 2; mcGAS inh = -9
Record of `CCc1nc(CN(C)C(=O)c2cc(-c3cccs3)n(C)n2)no1` : hcGAS inh = -4; NPYLR7 ag = /; mcGAS inh = -18

The listing continues:
No. | smiles | hcGAS inh | NPYLR7 ag | mcGAS inh
57 | COC(=O)c1sc(N2C(=O)C(=O)C(=C(O)c3ccc(C)cc3)C2c2ccc(OC)cc2)nc1C (configuration not stated) | -5 | 0 | -7
58 | O=C(CSc1ccc(-c2ccc3c(c2)OCO3)nn1)NC1CCCCC1 | -4 | 16 | -7
59 | COC(=O)N1N=C2CCCCC2C1(O)C(F)(F)F (configuration not stated) | -3 | 2 | /
60 | O=C(CSc1cccc[n+]1[O-])N1c2ccccc2Sc2ccccc21 | -5 | 4 | /
61 | O=C(Nc1nc(-c2ccc([N+](=O)[O-])cc2)cs1)c1ccccc1 | -1 | 0 | -5
62 | CC1CCC2(CC1)NC(=O)N(NC(=S)NC1CC3CCC1C3)C2=O (configuration not stated) | -8 | 0 | /
63 | CC(C)(N)COc1ncc(Cl)cc1Cl | -15 | 4 | /
64 | CSCCC(=O)Nc1ccc(-c2cccc(-c3ccc4c(c3)OCCO4)n2)cc1 | -7 | 3 | -8

The listing continues.
No. | smiles | hcGAS inh | NPYLR7 ag | mcGAS inh
65 | COc1ccc(/C=C2\Oc3c(ccc4c3CN(Cc3ccncc3)CO4)C2=O)cc1 | 1 | 67* | -3
66 | COc1ccc2nc(-n3nc(C)cc3NC(C)=O)sc2c1 | -3 | -7 | -8
67 | Cc1ccc(C2NC(=O)N(C)C3=C2C(=O)N(Cc2ccccn2)C3)c(C)c1 (configuration not stated) | -9 | -2 | -6
68 | Cc1cc(C)n(CCCNC(=O)N2CC3CC4CC(C3)CC2C4)n1 | -6 | -1 | /
69 | O=C(c1cccs1)N1CCN(c2nc(-c3ccco3)nc3cc(Cl)ccc23)CC1 | -2 | 3 | -3
70 | COCCN(CC(=O)Nc1cc(C(C)(C)C)nn1-c1ccc(C)cc1C)C(=O)c1ccc(OC)cc1OC | -11 | 2 | -6
71 | CN1CCN(C(=O)c2nn(-c3ccc(Cl)cc3)c(=O)n(Cc3cccc(Cl)c3)c2=O)CC1 | -3 | 11 | -5
72 | CNc1ccc(O)cc1 | -14 | -12 | /

The results go on.
No. | smiles | hcGAS inh | NPYLR7 ag | mcGAS inh
73 | CCS(=O)(=O)c1ccc(C)c(C)c1 | 1 | -1 | /
74 | COC(=O)c1ccc(C(=O)NC2CC(=O)N(Cc3cccc(F)c3)C2)cc1 (configuration not stated) | -8 | 8 | /
75 | Cc1cccc(C(C2Sc3nc(C)nn3C2=O)N2CCCC2)c1 (configuration not stated) | -8 | 2 | -8
76 | c1cncc(-c2nccn2-c2ccc(-c3nc4ccccc4[nH]3)cc2)c1 | 6 | 1 | /
77 | CC(CC(=O)O)Nc1ccc(Cl)c2cccnc12 (configuration not stated) | -3 | 10 | /
78 | CCC(C)NC(=O)CSc1nnnn1-c1ccc(OC)cc1 (configuration not stated) | -8 | -1 | /
79 | CS(=O)(=O)N1CCC(Oc2ccc(C(=O)N3CCNC(=O)CC3)cc2Cl)CC1 | -5 | 8 | /
80 | CCCCCN1CC2=C(C1=O)C(c1ccccc1OC)NC(=O)N2 (configuration not stated) | -9 | 3 | /

Going on with the list.
No. | smiles | hcGAS inh | NPYLR7 ag | mcGAS inh
81 | COc1ccc(NC(=O)C(C)N2CCN(c3cc(C)nc(C(C)C)n3)CC2)cc1Cl (configuration not stated) | -4 | 2 | -7
82 | Cc1ccc(C=C2SC(=S)N(c3ccc(S(N)(=O)=O)cc3)C2=O)o1 | -6 | 4 | -6
83 | COCC(=O)Nc1ccc(N2CCN(C(=O)c3cccc(C)c3C)CC2)nc1 | -6 | -2 | -7
84 | Cc1nc(-c2ccccc2)sc1C(=O)NCCn1nc(-c2ccc(F)cc2)ccc1=O | -5 | 0 | -8
85 | COC(=O)c1ccc(CSc2c(C)cnc3c2c(=O)n(C)c(=O)n3C)o1 | 3 | -8 | -3
86 | CCOC(=O)C1=C(C)N=c2s/c(=C\c3ccccc3OCc3ccccc3Cl)c(=O)n2C1c1ccccc1 (configuration not stated) | 0 | -7 | 1
87 | COC(=O)C1=C(C)NC2=C(C(=O)CCC2)C1c1ccc(OC)cc1 (configuration not stated) | 2 | -11 | 0
88 | O=C(NCc1nc(C2CC2)no1)N1CCCC1CN1CCCC1 (configuration not stated) | -11 | 1 | /
89 | CC1=C(C(=O)Nc2ccccc2)C(c2ccccc2Cl)N2C(CC(=O)O)=CSC2=N1 (configuration not stated) | -5 | 24 | /
